APE1 inh = qHTS Assay for Inhibitors of the Human Apurinic/apyrimidinic Endonuclease 1 (APE1); actives 0.35% (n = 350,000); AID 2517, 2012; recombinant APE1, TAMRA/BHQ-2 abasic DNA cleavage fluorescence; Potency, µM (titrated, usually from 65.8 µM), inactives show at the top dose activity change, negative = inhibition, hits mostly inhibitors;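 also: plate controls were vehicle for no effect and reference inhibitor for full effect; nearly all actives have a fitted effect of over 55% in size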
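Compound pre-exposure to 0.75 nM APE1, 15 min at ambient temperature. Reaction initiated with 50 nM TAMRA/BHQ-2 THF substrate, read immediately in kinetic mode, 525 nm excitation, 598 nm emission.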
POLI inh = qHTS for Inhibitors of Polymerase Iota; Pol iota fluorescent replication assay, 10 min; Potency, µM (series often up to 115 µM), for inactives: at the highest dose activity, negative = inhibition, hits mostly inhibitors; actives 1% (n = 390,000); AID 588590, 2011
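Pol iota at 10 nM preincubated 15 min with compounds at room temperature; reaction started with fluorescent substrate, 50 nM final. Fluorescence read kinetically at 0 and 10 min; buffer-only wells as negative control.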
G9a block = qHTS Assay for Inhibitors of Histone Lysine Methyltransferase G9a | Histone-lysine N-methyltransferase EHMT2 (Homo sapiens), Q96KQ7 | G9a H3K9 monomethylation, AlphaScreen, 2 h | Potency, µM (doses to about 102 µM), for inactives: at the highest dose activity, negative = inhibition, hits mostly inhibitors | actives 8.8% (n = 350,000); also: % is scaled to controls: 0 for no effect and ±100 for the full control effect; nearly all actives have a fitted effect of over 75% in size
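Methyltransferase reactions run at room temperature for 2 h (20 nM enzyme, 500 nM biotin-H3K9 peptide, 20 uM SAM) after a 15 min compound preincubation; product detected by AlphaScreen beads and anti-H3K9me1 antibody.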
POLB inh = qHTS Assay for Inhibitors of DNA Polymerase Beta. Potency, µM (doses to about 114 µM), without a hit: top-dose activity change, negative = inhibition, hits mostly inhibitors. AID 485314, 2010. P06746. Pol beta primer extension/strand displacement, fluorescence kinetic. actives 1.3% (n = 340,000); also: % is scaled to controls: 0 for no effect and ±100 for the full control effect
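Preincubation: enzyme (10 nM) with compound, 15 min, RT. Reaction: substrate added to 50 nM final. Reads: 0 and 10 min. Analysis: normalized, Hill fit.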
BLM helicase inh = qHTS Assay for Inhibitors of Bloom's syndrome helicase (BLM); AID 2528, 2010; RecQ-like DNA helicase BLM (Homo sapiens), P54132; recombinant BLM DNA unwinding, fluorescence dequenching; Potency, µM (titrated, usually from 56.1 µM), inactives show at the highest dose activity change, negative = inhibition, actives largely listed as inhibitors; actives 0.2% (n = 350,000);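 also: plate controls were vehicle for no effect and no enzyme for full effect; nearly all actives have a fitted effect of over 35% in size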
Target sequence (P54132 whole entry, looked up): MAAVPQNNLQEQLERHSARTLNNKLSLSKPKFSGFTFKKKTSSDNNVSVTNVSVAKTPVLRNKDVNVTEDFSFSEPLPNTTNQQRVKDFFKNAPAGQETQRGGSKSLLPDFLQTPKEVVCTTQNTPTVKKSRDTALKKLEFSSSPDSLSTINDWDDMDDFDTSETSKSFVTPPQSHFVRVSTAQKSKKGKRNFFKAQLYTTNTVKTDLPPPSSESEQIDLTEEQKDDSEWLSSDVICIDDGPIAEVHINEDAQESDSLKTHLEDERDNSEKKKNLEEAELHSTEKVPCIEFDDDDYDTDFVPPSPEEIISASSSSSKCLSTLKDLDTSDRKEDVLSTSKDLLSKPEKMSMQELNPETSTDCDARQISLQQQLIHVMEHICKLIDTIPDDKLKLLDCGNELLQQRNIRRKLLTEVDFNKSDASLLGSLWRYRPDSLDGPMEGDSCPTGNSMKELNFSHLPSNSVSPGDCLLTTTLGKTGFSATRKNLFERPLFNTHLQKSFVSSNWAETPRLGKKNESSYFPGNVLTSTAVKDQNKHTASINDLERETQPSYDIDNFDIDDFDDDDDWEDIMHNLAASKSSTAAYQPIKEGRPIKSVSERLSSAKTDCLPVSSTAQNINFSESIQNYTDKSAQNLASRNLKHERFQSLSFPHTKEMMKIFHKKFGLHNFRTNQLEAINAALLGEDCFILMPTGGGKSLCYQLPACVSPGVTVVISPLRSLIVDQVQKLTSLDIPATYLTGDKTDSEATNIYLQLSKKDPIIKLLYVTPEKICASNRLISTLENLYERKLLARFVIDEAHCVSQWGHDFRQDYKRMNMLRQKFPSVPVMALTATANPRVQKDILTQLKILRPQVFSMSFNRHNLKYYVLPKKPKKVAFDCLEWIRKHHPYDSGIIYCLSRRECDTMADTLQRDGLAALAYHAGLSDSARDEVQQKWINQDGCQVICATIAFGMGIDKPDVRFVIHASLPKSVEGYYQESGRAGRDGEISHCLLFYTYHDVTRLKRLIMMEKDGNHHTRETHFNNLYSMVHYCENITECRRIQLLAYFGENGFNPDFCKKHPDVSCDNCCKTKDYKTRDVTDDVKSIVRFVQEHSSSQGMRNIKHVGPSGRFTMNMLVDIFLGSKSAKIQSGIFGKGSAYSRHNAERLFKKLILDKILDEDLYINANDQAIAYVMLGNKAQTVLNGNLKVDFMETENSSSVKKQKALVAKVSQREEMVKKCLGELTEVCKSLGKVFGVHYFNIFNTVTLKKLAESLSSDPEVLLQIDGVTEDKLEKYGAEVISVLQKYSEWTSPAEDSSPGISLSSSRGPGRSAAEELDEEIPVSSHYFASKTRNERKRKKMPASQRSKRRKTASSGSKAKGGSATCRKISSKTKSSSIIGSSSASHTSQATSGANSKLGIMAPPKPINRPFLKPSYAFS
POLH inh = qHTS for Inhibitors of Polymerase Eta. recombinant Pol eta, fluorescent DNA replication assay. Potency, µM (highest dose often 114 µM), without a hit: at the highest dose activity change, negative = inhibition, hits mostly inhibitors. actives 1.2% (n = 390,000). AID 588591, 2011; also: % is scaled to controls: 0 for no effect and ±100 for the full control effect
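Pol eta (10 nM) was preincubated with compounds for 15 min at room temperature, after which fluorescent replication substrate (50 nM final) was added to start the reaction. Fluorescence was read kinetically at 0 and 10 min.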
JMJD2A Tudor inh = qHTS Assay for Inhibitors of JMJD2A-Tudor Domain; Potency, µM (top dose mostly 114 µM), inactives show at the highest dose activity change, negative = inhibition, hits mostly inhibitors; AlphaScreen JMJD2A-Tudor / H3K4me3 peptide binding; Lysine-specific demethylase 4A (Homo sapiens), O75164; AID 504339, 2011; actives 4.4% (n = 390,000); also: % is scaled to controls: 0 for no effect and ±100 for the full control effect; nearly all actives have a fitted effect of over 50% in size
BAZ2B block = qHTS Assay for Inhibitors of BAZ2B. AID 504333, 2011. Bromodomain adjacent to zinc finger domain protein 2B (Homo sapiens), Q9UIF8. actives 4.4% (n = 360,000). Potency, µM (titrated, usually from 114 µM), for inactives: top-dose activity change, negative = inhibition, hits mostly inhibitors. AlphaScreen BAZ2B-H3K14Ac peptide displacement; also: % is scaled to controls: 0 for no effect and ±100 for the full control effect; nearly all actives have a fitted effect of over 60% in size
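AlphaScreen displacement of biotin-H3(5-23)K14Ac peptide (50 nM final) from BAZ2B (50 nM final) in PBS pH 7.4, 0.01% Tween-20; complex preformed 30 min RT, then compounds (top 110 uM) 30 min RT, beads 20 min dark.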
Pol kappa inh = qHTS for Inhibitors of Polymerase Kappa. DNA polymerase kappa (Homo sapiens), Q9UBT6. purified Pol kappa, fluorescent DNA synthesis assay, 10 min. Potency, µM (titrated, usually from 107 µM), for inactives: top-dose activity, negative = inhibition, actives largely listed as inhibitors. actives 0.53% (n = 400,000); also: % is scaled to controls: 0 for no effect and ±100 for the full control effect
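Kinetic fluorescence screen: compound preincubated 15 min RT with 10 nM enzyme; 50 nM substrate (final) initiates; reads at 0/10 min.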
The depositor's hits bear a star; ? = inconclusive; nt = no result given; [ ] = dose if it differs, or a comment. Calls follow the shape of the dose curve; as a rule, active = well fitted curve in the direction sought with a large enough effect; inconclusive = small, poorly fitted or top-dose-only effect, or another doubt; inactive = no such curve, though single readings can be large; an effect the other way counts as inactive or inconclusive. Potency is read from the fitted curve at half-maximal effect. An excerpt; the hit share may differ from the screen's.

SMILES	APE1 inh	POLI inh	G9a block	POLB inh	BLM helicase inh	POLH inh	JMJD2A Tudor inh	BAZ2B block	Pol kappa inh
OCCNc1nc(Nc2ccc(O)cc2)nc2ccccc12	-7.4%	29.8%	?	?	?	-29.7%	?	?	-14.9%
Cc1ccc2c(c1)c1c(n2CC(O)CN2CCOCC2)CCCC1 (stereo not given)	17.0%	nt	?	-1.1%	-16.9%	nt	nt	-35.0%	nt
O=C(CCCC(=O)N(CC(=O)NC1CCCC1)C1CCCC1)Nc1ccccn1	2.7%	-1.5%	12.6%	-0.5%	-2.8%	-5.7%	-19.1%	9.8%	6.5%
C/C(=C\CNc1ncnc2nc[nH]c12)CO	9.4%	-4.5%	nt	nt	3.3%	-14.9%	-9.5%	nt	1.7%
CC(C)N1CC(C(=O)Nc2ccc(F)c(Cl)c2)CC1=O (stereo not given)	23.9%	3.3%	?	-9.9%	-9.1%	-11.2%	-10.0%	-4.2%	?
OCCC1CN(Cc2cccc(C(F)(F)F)c2)CCN1Cc1ccccc1 (stereo not given)	-3.2%	115.7%[activator]	-21.0%	0.8%	-6.7%	-7.2%	-9.0%[11.4 µM]	-12.9%	-6.5%
CCOc1ccccc1N1CCN(C(=O)NCc2ccc(F)cc2)CC1	49.2%[activator]	7.1%	-30.5%	22.0%	-2.9%	-16.3%	-8.4%	-9.9%	1.1%
CC(=O)NC(CSC(CC(=O)c1ccco1)c1ccc(C)cc1)C(=O)O (stereo not given)	-0.7%	-26.8%	-42.4%	7.2%	1.0%	-5.8%	-12.7%	nt	-4.6%
CC(C)(C)n1nnnc1C(c1cc2cc3c(cc2[nH]c1=O)OCO3)N1CCN(c2ccccc2)CC1 (stereo not given)	4.5%	7.5%	-9.7%[2.33 µM]	36.4%	-2.5%	-16.8%	-17.3%	-6.7%	-5.7%
CSc1cccc(NC(=O)c2ccco2)c1	0.9%	-1.2%	18.4%	30.4%	-1.3%	-5.7%	-7.0%	4.8%	-2.5%
O=C(CCC1CCCCC1)N1CCN(Cc2ccc3c(c2)OCO3)CC1	2.4%	1.3%	?	1.1%	-6.5%	-11.3%	-25.7%	-4.7%	3.5%
CSCC[C@H](NC(=O)C1CCN(S(=O)(=O)c2ccccc2)CC1)C(=O)NC1CC1	27.7%	50.7%[activator]	26.7%	11.0%	-0.2%	-5.0%	-6.1%	-9.1%	-19.2%
CCc1c(C)sc(NC(=S)Nc2nc(C)cc(C)n2)c1C(=O)OC	7.9%	6.2%	-30.2%	0.3%	-3.3%	-27.4%	-27.0%	-34.3%	1.3%
C=C(Br)Cn1c(CC)nc2ccccc21	11.3%	4.9%	?	38.6%	-3.7%	5.5%	-10.8%	4.7%	-19.1%
O=C(NCc1ccco1)c1cc2nc(-c3ccc4c(c3)OCO4)cc(C(F)(F)F)n2n1	7.6%	-4.5%	-38.6%	79.4µM*	-5.3%	7.1%	?	-4.4%	-29.7%
O=C(CSc1ncc(-c2ccc(Cl)cc2)[nH]1)Nc1ccccc1F	nt	5.3%	10µM*	13.5%	-4.1%	-1.1%	-2.4%	-19.9%	4.0%
CC(=O)Nc1cccc(C(=O)OCC(=O)N2CCN(C(=O)COC(=O)c3cccc(NC(C)=O)c3)CC2)c1	nt	4.0%	nt	nt	nt	-19.3%	-8.3%	nt	-10.4%
Cc1ccc(N2C(=O)c3ccc(C(=O)N4CCN(c5ccccc5F)CC4)cc3C2=O)cc1	-0.4%	?	-42.9%	-13.6%	-2.6%	-6.1%	-19.7%	-4.1%	-12.1%
CCn1c(=S)[nH]c2ccccc21	?	4.6%	2.82µM*	15.6%	-0.8%	-10.5%	79.4µM*	-22.5%	-0.3%
CCc1ccc(C2C3=C(CC(C)(C)CC3=O)OC3=C2C(=O)CC(C)(C)C3)cc1	15.1%	38.1%[activator]	?	17.2%	2.0%	-18.1%	-0.4%	4.4%	-4.3%
CSc1nc(-c2ccc(Cl)cc2)nn1S(=O)(=O)c1ccccc1	-0.8%	10.6%	25.8%[59 µM]	-7.5%	-14.0%	-2.4%	?	23.1%	-2.1%
CCc1nc(C)cn1S(=O)(=O)c1ccc([N+](=O)[O-])cc1	0.6%	35.3%[activator]	?	9.8%	-0.4%	-4.6%	-7.8%	-15.3%	-5.3%
COCCNC(=O)c1ccc(NS(C)(=O)=O)cc1	-6.0%	7.3%	6.9%[12.7 µM]	19.0%	-3.0%	-2.6%	-12.7%	6.0%	-6.0%[60.1 µM]
CC(CN1CCCCC1)OC(=O)c1ccc(Cl)cc1 (stereo not given)	0.1%	-3.8%	-17.7%	16.2%	2.7%	-11.8%	-5.4%	-31.6%	-5.2%
Cc1ccc(-n2c3c(cc(-c4nc(-c5ccc(Cl)cc5)cs4)c2=O)C(=O)CC(C)(C)C3)cc1	nt	23.7%	15.2%[59 µM]	-7.4%	-7.4%	-7.0%	19.5%	6.4%	11.0%
SMILES	APE1 inh	POLI inh	G9a block	POLB inh	BLM helicase inh	POLH inh	JMJD2A Tudor inh	BAZ2B block	Pol kappa inh
O=C(CN1CCN(C(c2ccccc2)c2ccccc2)CC1)Nc1ccc(N2CCOCC2)cc1	9.9%	-6.2%	5.6%	?	-3.5%	10.7%	-9.9%	-34.6%	3.5%
CCCN(CCC)C(=O)c1cc2c(=O)[nH]c3ccc(C)cc3c2s1	0.0%	3.5%	-10.4%	-24.1%	-3.4%	-4.8%	0.0%	7.0%	1.6%
CC(Oc1ccc2c(c1)oc(=O)c1ccccc12)C(=O)NCCN1CCOCC1 (stereo not given)	-8.7%	-0.3%	24.0%	4.6%	-16.1%	-15.7%	-22.9%	-14.7%	0.0%
CC(=O)c1cccc(NS(=O)(=O)c2cc(-c3onc(C)c3C)ccc2C)c1	nt	8.9%	4.9%[59 µM]	?	-3.6%	-4.8%	0.3%	2.4%	-15.0%
Cc1sc2nc(-c3cccnc3)nc(Cl)c2c1-c1ccccc1	2.4%	23.6%	12.6%[59 µM]	?	-8.2%	-5.4%	4.0%	16.3%	-8.2%
CCC1(C)Cc2ccccc2-c2nc(NCCO)n(-c3ccccc3)c(=O)c21 (stereo not given)	-1.4%	7.2%	-3.8%[59 µM]	-7.6%	-11.1%	-11.7%	-21.6%	-4.8%	-18.5%
COc1ccc2nc(NC(=O)CSc3nnc4n3C(C)(C)Cc3ccccc3-4)sc2c1	-0.4%	20.8%	10.3%[59 µM]	-0.9%	-1.8%	2.6%	15.8%	nt	-0.3%
CCCc1c(C(=O)N/N=C(\C)c2ccc(O)cc2)nnn1-c1nonc1N	69.6%[activator]	29.7%	4.4%	19.9%	-0.2%	-3.6%	-18.2%	4.2%	2.0%
O=C(COc1ccccc1)OCC(=O)c1c[nH]c2ccccc12	-2.2%	-0.1%	-23.5%[12.7 µM]	nt	nt	-13.7%	-16.4%	0.8%	-9.3%
CCOC(=O)C1=C(CSc2nccn2C)NC(=O)NC1c1ccc(OC)cc1 (stereo not given)	-1.3%	3.9%[58.9 µM]	-41.7%[59 µM]	7.2%	-2.4%	-4.4%	-5.3%	-31.0%	-2.3%
COc1ccccc1-c1cc(C(=O)N/N=C/c2sccc2C)c2ccccc2n1	-5.5%	21.0%	11.0%[59 µM]	19.0%	-7.0%	-13.2%	0.8%	-5.2%	0.0%
Cc1csc2ncnc(NC3CCN(Cc4ccccc4)CC3)c12	?	27.3%	nt	-17.5%	1.4%	-16.6%	-19.6%	-1.1%	16.0%
COc1cccc(OC)c1C1=NC(C)(C)CO1	-1.9%	-6.1%[58.9 µM]	47.5%[59 µM]	-8.4%	-6.5%	-19.1%	13.4%	0.2%	-15.2%
Cc1nc(C#N)c(NCc2ccc3c(c2)OCO3)o1	-2.7%	14.0%	-4.0%[59 µM]	-26.9%	-1.8%	-23.4%	0.0%	-21.3%	-3.5%
O=C(NC(=S)NCc1ccccc1)c1cccc(Cl)c1	-18.3%	83.5%[activator]	nt	-6.5%	-11.3%	-6.7%	0.0%	-2.9%	-5.4%
O=C(NCCOc1ccccc1F)C1CCC(=O)N(CC2CCCCC2)C1 (stereo not given)	7.7%	21.7%	nt	21.4%	-1.9%	2.1%	-7.6%	6.3%	-19.1%
CCC(Oc1ccccc1)C(=O)Nc1cccc(OCc2cc(=O)n3cccc(C)c3n2)c1 (stereo not given)	nt	-5.2%	7.7%[59 µM]	3.5%	2.7%	-15.2%	-16.2%	5.6%	-5.1%[60.1 µM]
Cc1cc(C(=O)N/N=C/c2ccc[nH]2)no1	17.2%	14.0%	-31.0%[59 µM]	25.8%	5.5%	-1.0%	-18.4%	-36.1%	-10.3%
N[C@@H](Cc1ccc(O)cc1)c1nnc([C@H](CO)NC(=O)C2CCNCC2)o1	2.0%	3.8%	11.2%[59 µM]	8.4%	3.1%	-17.0%	-32.4%	-13.4%	13.9%

5 of the compounds above, with values under each structure:
Values run as follows: APE1 inh, POLI inh, G9a block, POLB inh, BLM helicase inh, POLH inh, JMJD2A Tudor inh, BAZ2B block, Pol kappa inh
> Cc1csc2ncnc(NC3CCN(Cc4ccccc4)CC3)c12
  ?, 27.3%, nt, -17.5%, 1.4%, -16.6%, -19.6%, -1.1%, 16.0%
> COc1cccc(OC)c1C1=NC(C)(C)CO1
  -1.9%, -6.1%[58.9 µM], 47.5%[59 µM], -8.4%, -6.5%, -19.1%, 13.4%, 0.2%, -15.2%
> Cc1nc(C#N)c(NCc2ccc3c(c2)OCO3)o1
  -2.7%, 14.0%, -4.0%[59 µM], -26.9%, -1.8%, -23.4%, 0.0%, -21.3%, -3.5%
> O=C(NC(=S)NCc1ccccc1)c1cccc(Cl)c1
  -18.3%, 83.5%[activator], nt, -6.5%, -11.3%, -6.7%, 0.0%, -2.9%, -5.4%
> O=C(NCCOc1ccccc1F)C1CCC(=O)N(CC2CCCCC2)C1 (stereo not given)
  7.7%, 21.7%, nt, 21.4%, -1.9%, 2.1%, -7.6%, 6.3%, -19.1%
